Ins promoter up: MIN6 insulin promoter up-regulation | MIN6 insulin promoter-GFP reporter, high-content imaging; stronger effect = higher value | z-score at 5 µM | 190,000 tested, 0.3% active | AID 1625;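 active = z-score above 3 at 5 µM with at least 500 cells counted in the well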
Dynein transport: blocks dynein driven cargo transport along microtubules. 3617.4 mouse cells, GR-EGFP nuclear translocation imaging; test concentration mostly 20 µM; stimulated with dexamethasone, 1 µM; stronger effect = lower value. z-score, hits read low. 220,000 tested, 0.47% active. AID 1381;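 active = plate z-score of nuclear minus cytoplasmic receptor signal below a set negative limit, without overly bright fluorescence or cell loss, cut at about -3.5 in these data, passing the limit was not always enough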;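 also: z-score of nuclear minus cytoplasmic ring GR-EGFP intensity difference per well; some compounds called inactive have numbers as strong as hits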
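Also added – dexamethasone, 1.0 µM final · Buffer or medium – tet-free, stripped-serum medium · Schedule – induction 48 h, compound 1 h, agonist 30 min · Detection – formaldehyde fixation, Hoechst nuclear stain, 10x automated fluorescence imaging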
human PMI inhibitors: MPI inhibition at elevated mannose 6-phosphate – biochemical, fluorescence intensity, high mannose 6-phosphate, primary screen (AID 1220); recombinant PMI enzyme, coupled fluorescence intensity; higher % means a stronger effect; inhibition, % at 20 µM; hits with a dose series show IC50 in µM; 190,000 tested, 0.66% active
human PMI inhibition: MPI enzyme activity inhibition – biochemical, fluorescence intensity, coupled assay, primary screen (AID 1209). purified PMI enzyme, coupled fluorescence intensity; higher % means a stronger effect. inhibition, % at 20 µM, or IC50 in µM where a hit was titrated. 190,000 tested, 0.42% active;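 also: plate controls were DMSO vehicle for no effect and wells lacking substrate for full effect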
WT yeast gro inh: growth inhibition of WT yeast, mitochondrial fusion screen; inhibition, % at 10 µM; AID 1362; 190,000 tested, 2.1% active; mitochondrial fusion phenotypic screen, WT strain; in the data active = inhibition above about 58%; tested in S. cerevisiae
Yfh1-off respiration: mitochondrial function rescue without frataxin homolog – Friedreich's ataxia, plus single-dose screen, dose response (AID 1465); S. cerevisiae Yfh1-off respiration, WST-1 reduction, 72 h; higher fold induction means a stronger effect; fold induction at 50 µM, or EC50 in µM where a hit was titrated; 220,000 tested, 0.074% active;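 active = fold induction of absorbance versus untreated yeast above a set limit, then at least 30% activation at any dose in follow-up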;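 also: activators that raise dye reduction in frataxin-depleted yeast; strong numbers were not always called active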
MT stabilizer: stabilizes microtubules in HeLa cells. HeLa tubulin immunostaining HCS, 24 h; share of cells brighter than vehicle mean+2SD. % tubulin-high responders, % at 10 µM. 200,000 tested, 0.83% active;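 active = plate Z-score above 3 for both tubulin-high and condensed-nucleus cell shares, with cell loss under 80%, at 10 µM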;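 also: anti alpha tubulin signal scored within the nucleus-defined area of each cell; some results filed as inactive read as strong as hits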
bCat nuc transl: alters nuclear translocation of beta-catenin in HeLa cells. nuclear translocation activity, % at 5 µM. 190,000 tested, 0.3% active. AID 1665. immunofluorescence imaging;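 active = nuclear translocation activity above 50% at 5 µM, with a well cell count of 50 or more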;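 also: per-cell ratio of nuclear to cytoplasmic median beta-catenin stain intensity; plate controls were DMSO negative control for no effect and GSK-3 inhibitor IX positive control for full effect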
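Test system: human HeLa cells, native beta-catenin. Compound dosing: 5 µM primary single dose, 0.1% DMSO, 0.02–20 µM confirmation series. Incubation: compound exposure 24 h at 37°C. Detection: beta-catenin immunostaining with DAPI counterstain, 20x imaging, 6 fields/well. Read-out basis: Nuclear/cytoplasmic beta-catenin signal ratio, % activation.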
Autophagy HCS: modulators of autophagy. 190,000 tested, 0.98% active. calls only at 10 µM (by protocol). AID 463193. MEF GFP-LC3 puncta imaging; test concentration mostly 10 µM;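 active = percentage of spot-positive cells more than 3 SD above its plate mean, without a fluorescence outlier flag or 80% toxicity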;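 also: spot-positive cell cutoff set from DMSO-treated cells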
WT yeast gro inh mutant strain: also measured in WT yeast gro inh; calls as there; inhibition, %; mitochondrial fusion phenotypic screen, mutant strain inhibition
Dynein transport cytoplasmic EGFP: recorded beside Dynein transport, whose call it bears; z-score; measured here: cytoplasmic GR-EGFP intensity; stronger effect = higher value
Dynein transport nuclear GR-EGFP: further read-out of Dynein transport, marked with its call; z-score; measured here: nuclear GR-EGFP intensity;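 lower value marks the stronger effect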
Dynein transport cell count: also measured in Dynein transport; calls as there; z-score; measured here: cell count per field
Ins promoter up cell count: further read-out of Ins promoter up, marked with its call; cell count; measured here: cytotoxicity, nuclei count;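 total cells summed across four imaged fields per well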
bCat nuc transl cell count 5 µM: second read-out of bCat nuc transl, no call of its own (marks repeat the call); cell count; measured here: cell count, cytotoxicity flag
MT stabilizer Hoechst-high %: recorded beside MT stabilizer, whose call it bears; % Hoechst-high responders; measured here: nuclear condensation Hoechst responders;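 share of cells brighter than vehicle mean plus two SD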
MT stabilizer cytotoxicity %: also measured in MT stabilizer; calls as there; toxicity, %; measured here: cytotoxicity by cell density;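 0% = mean cell density of plate MIN control wells and 100% = no cells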
Autophagy HCS cell loss 18 h: further read-out of Autophagy HCS, marked with its call; toxicity, %; measured here: cell loss, nuclei count;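 cell loss after 18 h compound exposure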
Starred values were filed as active, the others as inactive; i = inactive; x = no result given; + = active, no number. Rule as the data show it, unless noted: active = inhibition above about 50%; inactive = the rest.

SMILES	Ins promoter up	Ins promoter up cell count	Dynein transport	Dynein transport cytoplasmic EGFP	Dynein transport nuclear GR-EGFP	Dynein transport cell count	human PMI inhibitors	human PMI inhibition	WT yeast gro inh	WT yeast gro inh mutant strain	Yfh1-off respiration	MT stabilizer	MT stabilizer Hoechst-high %	MT stabilizer cytotoxicity %	bCat nuc transl	bCat nuc transl cell count 5 µM	Autophagy HCS	Autophagy HCS cell loss 18 h
Cc1ccc(S(=O)(=O)N2CCN(C(=O)N3CCOCC3)C2C(C)C)cc1 (stereo unspecified)	-0.15	1217	-0.52	-0.069	-0.096	0.2	-3%	-4%	-7	-3	i	2.8	0.9	6.5	-3.0	1009	i	7
Cc1nc(N2CCCCC2)c(C#N)c(C)c1[N+](=O)[O-]	0.13	1304	-0.032	-0.31	-0.092	-0.039	0%	1%	18	-12	i	2.9	3.0	8.6	-3.7	1141	i	-1
Cc1cc(C)n(Cc2ccc(Cl)nc2)n1	-1.1	1267	-0.55	-0.22	-0.24	1.1	-11%	-10%	3	-2	i	2.0	2.7	6.3	0.9	1079	i	21
Cc1ccc(SCC(=O)NC(=O)Nc2ccc3c(c2)OCCO3)c(C)c1	-0.04	1508	3.2	-0.025	1.8	-1.5	3%	8%	-3	13	i	3.3	2.3	3.8	1.1	1097	i	1
CCOC(=O)C1=C(CNC(C)(C)CC(C)(C)C)NC(=O)NC1c1cccc([N+](=O)[O-])c1 (stereo unspecified)	x	x	2.3	-0.065	1.1	-1.6	10%	11%	9	0	i	2.0	1.7	10	0.9	1463	i	-1
CCn1c(O)c(/C=C2\C=Nc3ccccc32)sc1=Nc1ccc(C)cc1	0.07	1503	0.28	-0.17	0.79	0.064	14%	18%	6	-16	i	2.5	1.5	5.9	-0.3	1349	i	-15
CC(C)OP(=O)(OC(C)C)C(C)NC(=O)Cc1ccccc1 (stereo unspecified)	-1.2	1165	-1.5	-0.18	-0.65	1	-8%	-8%	-32	-11	i	1.8	2.5	6.9	-1.5	1021	i	-1
O=C(c1ccc(Cl)cc1)C1CCCN(Cc2cccn2-c2cccnc2)C1 (stereo unspecified)	-1.5	1749	0.38	-0.054	0.44	-1.9	x	x	18	5	i	1.6	1.4	3.5	1.7	1524	i	10
Cc1ccc(S(=O)(=O)N(C)CC(=O)OCc2nnc(-c3ccccc3)o2)cc1	1.8	1176	-0.04	-0.3	0.065	-0.28	6%	11%	16	1	i	5.2	2.4	4.0	-2.0	1213	i	14
CCOC(=O)Nc1cc(C)ccc1OC	0.3	1256	-0.32	0.73	0.012	0.36	1%	4%	1	3	i	3.0	1.6	2.1	x	x	i	-8
CCN(CC)c1ccc(/C=C(/C#N)c2nc3ccccc3[nH]2)c(OC(C)C)c1	x	x	2.2	16	5.1	-0.57	22%	6%	5	33	i	60*	16*	32*	x	x	+	15*
CC(C)[C@H](NC(N)=O)C(=O)NCCc1ccc(Cl)cc1	x	x	-1.2	-0.067	-0.62	0.8	3%	1%	-9	-19	i	3.1	2.8	7.3	0.9	1486	i	-7
O=C(COC(=O)CCc1ccc(S(=O)(=O)N2CCOCC2)cc1)Nc1cccc(Cl)c1	-0.33	1056	-0.26	-0.13	-0.025	-0.92	18%	24%	-10	-17	i	2.4	2.3	8.4	0.8	896	i	-1
N#Cc1c(NC(=O)Cn2c(=O)oc3ccccc32)oc(-c2ccccc2)c1-c1ccccc1	0.18	1163	0.79	-0.21	0.78	0.75	6%	14%	0	-16	i	3.3	0.3	20	0.6	758	i	2
O=C(C1CCCCC1)N1CCN(c2nc(-c3ccc(F)cc3)cs2)CC1	1.8	1012	0.32	-0.26	-0.1	0.83	8%	8%	12	-15	i	2.5	1.5	7.7	-2.1	1124	i	8
CSc1nccc(Oc2cncc(Cl)c2)n1	0.24	1469	-0.14	-0.21	0.27	-0.63	0%	-2%	0	14	i	1.9	1.8	2.0	1.1	725	i	-3
CC1=CC2(O)OCCN(CCO)C2=CC1=O (stereo unspecified)	x	x	0.55	-0.21	0.55	0.55	57%*	14%	-10	13	i	1.1	1.6	20	-0.8	1129	i	-3
COc1ccc(-n2ccnc2SCC(=O)NCc2ccccc2)c(OC)c1	0.08	1358	-0.74	-0.35	-0.088	1	-2%	5%	3	-3	i	x	x	x	1.0	1114	i	-3
CNc1nc(N)c([N+](=O)[O-])c(Nc2cccc(F)c2)n1	-1	1069	0.73	-0.29	0.94	-0.068	x	x	x	x	i	x	x	x	-0.2	1273	x	x
Clc1ccc(Cn2cccn2)cn1	0.38	1502	-0.061	-0.27	-0.12	0.23	10%	15%	7	5	i	4.2	1.5	4.1	-0.8	1020	i	4
CCCNC(=O)C1CC(=O)N(c2ccc(OCC(=O)Nc3cccc(C)c3C)cc2)C1 (stereo unspecified)	x	x	-0.18	0.57	0.37	-0.8	2%	4%	10	3	i	4.9	1.7	4.7	2.7	1062	x	x
CC(=O)Nc1sc2c(c1C(c1cccc(Cl)c1)N1CCN(CCO)CC1)CCCC2 (stereo unspecified)	-2	1123	1.1	0.2	1.1	-2	-2%	3%	12	11	i	3.1	4.1	7.8	1.4	1019	i	1
Cc1cnc(C(=O)Nc2ccc(F)c(F)c2)cn1	-0.07	1511	-0.35	-0.23	0.0021	0.28	20%	16%	0	5	i	6.3	2.8	4.3	0.1	1047	i	3
O=C(O)C1CCC1C(=O)Nc1nc(-c2ccc(Cl)s2)cs1 (stereo unspecified)	-0.09	1546	-0.58	-0.28	-0.49	0.5	x	x	x	x	i	x	x	x	-4.7	1182	x	x
O=C(/C=C/c1ccccc1)NNC(=O)c1cccc(Cl)c1	0.22	1615	1.6	-0.25	0.93	0.22	18%	8%	0	-1	i	2.0	1.0	5.3	0.5	1300	i	6

Ordered by SMILES length (descending): 4 of the compounds above
SMILES	Ins promoter up	Ins promoter up cell count	Dynein transport	Dynein transport cytoplasmic EGFP	Dynein transport nuclear GR-EGFP	Dynein transport cell count	human PMI inhibitors	human PMI inhibition	WT yeast gro inh	WT yeast gro inh mutant strain	Yfh1-off respiration	MT stabilizer	MT stabilizer Hoechst-high %	MT stabilizer cytotoxicity %	bCat nuc transl	bCat nuc transl cell count 5 µM	Autophagy HCS	Autophagy HCS cell loss 18 h
CCCNC(=O)C1CC(=O)N(c2ccc(OCC(=O)Nc3cccc(C)c3C)cc2)C1 (stereo unspecified)	x	x	-0.18	0.57	0.37	-0.8	2%	4%	10	3	i	4.9	1.7	4.7	2.7	1062	x	x
CCN(CC)c1ccc(/C=C(/C#N)c2nc3ccccc3[nH]2)c(OC(C)C)c1	x	x	2.2	16	5.1	-0.57	22%	6%	5	33	i	60*	16*	32*	x	x	+	15*
CC(C)OP(=O)(OC(C)C)C(C)NC(=O)Cc1ccccc1 (stereo unspecified)	-1.2	1165	-1.5	-0.18	-0.65	1	-8%	-8%	-32	-11	i	1.8	2.5	6.9	-1.5	1021	i	-1
Cc1cc(C)n(Cc2ccc(Cl)nc2)n1	-1.1	1267	-0.55	-0.22	-0.24	1.1	-11%	-10%	3	-2	i	2.0	2.7	6.3	0.9	1079	i	21

(listing goes on)
SMILES	Ins promoter up	Ins promoter up cell count	Dynein transport	Dynein transport cytoplasmic EGFP	Dynein transport nuclear GR-EGFP	Dynein transport cell count	human PMI inhibitors	human PMI inhibition	WT yeast gro inh	WT yeast gro inh mutant strain	Yfh1-off respiration	MT stabilizer	MT stabilizer Hoechst-high %	MT stabilizer cytotoxicity %	bCat nuc transl	bCat nuc transl cell count 5 µM	Autophagy HCS	Autophagy HCS cell loss 18 h
Cc1ncoc1C(=O)N1CCc2c([nH]c3ccccc23)C1C(C)(C)C (stereo unspecified)	0.12	1376	-0.44	-0.26	-0.4	0.98	4%	6%	8	19	i	3.1	1.4	7.7	1.8	991	i	27
COCCn1c(SCC(=O)Nc2ccc3c(c2)CCC3)nc2ccccc2c1=O	0.17	1267	-0.25	-0.28	-0.48	1	3%	5%	-18	10	i	4.0	3.0	4.4	x	x	i	2
Cn1c(CSc2nc3ccccc3s2)nc2ccccc21	0.05	1686	0.072	-0.34	0.097	-0.012	4%	17%	7	-5	i	4.0	2.7	6.9	0.7	1007	i	8
O=C1C2C3C=CC(CO)(O3)C2C(=O)N1c1ccc(-c2ccccc2)cc1 (stereo unspecified)	0.36	1166	-4.4*	0.47*	-1.7*	-0.24*	-20%	-6%	x	x	i	1.9	1.2	3.7	-1.9	1157	i	0
CC(C)CCNC(=O)CN(CCCN1CCOCC1)C(=O)Cn1nnc(-c2ccc(F)cc2)n1	-0.01	1034	-1.1	1.8	-0.25	0.43	2%	-3%	-1	-15	i	2.2	1.4	6.2	1.2	1206	i	2
CCNC(=O)c1c(C)nc2ccccn12	x	x	0.7	0.12	0.85	-0.51	0%	-9%	0	-8	i	4.5	2.1	7.8	-1.6	835	i	-4
O=C(O)CSCC(=O)Nc1ccccn1	-0.48	1089	0.031	-0.13	0.49	-0.28	x	x	x	x	i	x	x	x	-0.3	1326	x	x
COc1ccc2cc(C(=O)C3CCCN(Cc4cnc(C)s4)C3)ccc2c1 (stereo unspecified)	1.2	1299	-1.6	-0.3	-0.65	0.98	21%	20%	24	47	i	3.5	2.1	2.5	-3.0	1113	i	-29
CCN(c1cccc(C)c1)S(=O)(=O)c1c(C)[nH]c(=O)[nH]c1=O	1.1	905	0.88	0.72	1.2	-1.5	1%	8%	19	-5	i	1.6	1.3	5.9	2.4	1144	i	-1
CCNC(=O)c1ccc(CSc2ccc(Cl)cc2)cc1	-0.13	1200	0.49	-0.28	0.41	-0.22	1%	3%	13	-2	i	1.9	4.1	9.2	-3.6	516	i	-7
CCOc1ccc(C(=O)CN2CCN(S(=O)(=O)c3ccc(Br)cc3)CC2)cc1	-0.79	1321	0.49	-0.22	0.63	-0.18	-72%	-27%	-7	0	i	4.1	2.4	8.8	-1.9	1054	i	2
Cc1cccn2c(=O)c(C=NCc3ccco3)c(Nc3ccc(SC(F)F)cc3)nc12	-0.31	1524	-0.35	-0.12	-0.26	-0.59	4%	-2%	83*	2.3*	i	1.3	1.1	8.3	0.3	1339	i	6

Source: PubChem BioAssay
